# Assay outcomes: PubChem, several laboratories
# NOD1 NF-kB reporter: inhibition of NOD1-driven NF-kB reporter – cell-based, luminescence, uHTS, primary screen (AID 1578). NOD1-driven NF-kB luciferase reporter cells, luminescence; higher % means a stronger effect. 1% of 290,000 active. one-dose inhibition, % at 4 µM; EC50 in µM for titrated hits; in the data active means inhibition mostly above about 36%, no sharp cut-off; inactive means mostly below about 34%;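 further: HEK-293T reporter cells stimulated with the NOD1 agonist gamma-tri-DAP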
# GPR55 beta-arrestin: selective activators of receptor GPR55 – imaging, U2OS cells, beta-arrestin-GFP redistribution, primary screen (AID 1961); U2OS GPR55 beta-arrestin-GFP redistribution imaging; higher % means a stronger effect; activation, % at 10 µM; hits with a dose series show EC50 in µM; 0.048% of 290,000 active;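 active means activation above 40% with more than 50 cells counted in the well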;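 further: U2OS osteosarcoma cells stably expressing GPR55 and beta-arrestin-GFP; plate controls were DMSO negative control for no effect and LPI positive control for full effect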
# NOD2 inhibition: inhibition of NOD2-driven NF-kB reporter – cell-based, luminescence, uHTS, HEK293 (AID 1566). 0.63% of 290,000 active. HEK293 NOD2/NF-kB luciferase reporter, luminescence; higher % means a stronger effect. inhibition, % at 4 µM, or EC50 in µM where a hit was titrated; further: many of its hits are not listed in these tables
# TNAP activation fold: human TNAP enzyme activators, primary screen, biochemical, luminescent, no phosphate acceptor, uHTS (AID 1001); purified TNAP, luminescent activation assay, no phosphate acceptor; higher activation fold means a stronger effect; activation fold at 20 µM, or EC50 in µM where a hit was titrated; 0.03% of 200,000 active; in the data active means activation fold from about 3, or a potency from the dose series; inactive means the rest, 99 in 100 with activation fold below about 1.6; further: many of its hits are not listed in these tables
# NTR1 ag: agonists of NTR1, primary screen, imaging, U2OS cells, beta-arrestin-GFP, high content (AID 493036); P30989; NTR1-U2OS beta-arrestin-GFP spot imaging, agonist mode; activation, % at 20 µM; 0.17% of 330,000 active;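 active means activation at or above 40% of the spot to cytoplasm intensity ratio, with at least 20 cells analyzed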;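 further: 0% = DMSO without peptide and 100% = 100 nM NTR1 peptide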
# Target sequence (P30989 whole entry, looked up): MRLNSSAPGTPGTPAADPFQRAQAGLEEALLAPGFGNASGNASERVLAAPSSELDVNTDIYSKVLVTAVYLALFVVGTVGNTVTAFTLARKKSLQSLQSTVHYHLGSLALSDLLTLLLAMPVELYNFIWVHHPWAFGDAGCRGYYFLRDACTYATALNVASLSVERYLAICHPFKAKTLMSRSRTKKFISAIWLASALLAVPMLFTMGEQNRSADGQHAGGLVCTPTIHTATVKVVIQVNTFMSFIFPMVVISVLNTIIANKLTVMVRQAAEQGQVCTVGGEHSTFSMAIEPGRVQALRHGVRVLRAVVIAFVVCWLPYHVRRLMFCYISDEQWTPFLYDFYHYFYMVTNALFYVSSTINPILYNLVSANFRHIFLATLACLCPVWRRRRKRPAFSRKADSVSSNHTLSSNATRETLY
# KOR beta-arrestin-1: kappa opioid receptor activators – cell-based, luminescence, uHTS, primary screen (AID 1777); one-dose activation, % at 10 µM; EC50 in µM for titrated hits; KOR beta-arrestin recruitment, luminescence; higher % means a stronger effect; 0.02% of 280,000 active; in the data active means activation above about 50%, passing the limit was not always enough; further: a part of the inactive calls stands beside numbers as strong as those of hits
# Yfh1-depleted yeast: mitochondrial function rescue without frataxin homolog – Friedreich's ataxia, plus single-dose screen, dose response (AID 1465). S. cerevisiae Yfh1-off respiration, WST-1 reduction, 72 h; higher fold induction means a stronger effect. fold induction at 50 µM, or EC50 in µM where a hit was titrated. 0.074% of 220,000 active;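 active means fold induction of absorbance versus untreated yeast above a set limit, then at least 30% activation at any dose in follow-up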;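 further: activators that raise dye reduction in frataxin-depleted yeast; strong numbers were not always called active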
# KOR beta-arrestin-2: KOR antagonists, beta-arrestin recruitment, cell-based, luminescence, uHTS (AID 1778) | KOR beta-arrestin recruitment, luminescence, antagonist mode; higher % means a stronger effect | inhibition, % at 10 µM; hits with a dose series show IC50 in µM | 0.091% of 290,000 active; further: strong numbers were not always called active
# CSM14.1 death rescue: protection against thapsigargin-triggered cell killing – 384-well, CSM14.1, ATP luminescence, primary screen (AID 1222). CSM14.1 thapsigargin-induced death rescue, ATP luminescence; higher % means a stronger effect. cellular ATP content (survival), % at 20 µM, or EC50 in µM where a hit was titrated. 190,000 tested, under 10 active;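 active means EC50 below 50 µM in the dose-response confirmation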;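 further: death triggered by thapsigargin at about 15 µM added after 2 h compound pretreatment; cell ATP read after overnight thapsigargin exposure of roughly 18 to 22 hours; normalized against plate controls of thapsigargin alone and 5% DMSO vehicle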
# NTR1 ag cell count 20 µM: recorded beside NTR1 ag, whose call it bears; cell count; measured here: cell count, cytotoxicity flag
# Starred values were filed as active, the others as inactive; i = inactive; nt = no result given; [ ] = dose if it differs, or a comment. Unless noted, no stated cut-off is given here; in the data, active means inhibition above about 50%; inactive means the rest. A portion of the library. The share of hits here may be higher or lower than overall.
SMILES,NOD1 NF-kB reporter,GPR55 beta-arrestin,NOD2 inhibition,TNAP activation fold,NTR1 ag,NTR1 ag cell count 20 µM,KOR beta-arrestin-1,Yfh1-depleted yeast,KOR beta-arrestin-2,CSM14.1 death rescue
CS(=O)(=O)c1ccc2nc(NC(=O)c3ccc(NS(=O)(=O)c4ccc(F)c(F)c4)cc3)sc2c1,-2.4%,-0.1%,-11.7%,nt,1.4,51,7.5%,i,4.4%,nt
CC1CCCCN1S(=O)(=O)c1ccc(NC(=O)c2cccc(-n3cnnn3)c2)cc1 (configuration not stated),6.1%,-0.2%,15.0%,1,3.6,77,8.3%,i,8.0%,0.6%
COCc1cc(=O)n2[nH]cc(-c3ccccc3)c2n1,29.8%,0.6%,0.4%,nt,-0.9,55,4.7%,nt,-53.2%[20 µM],nt
Cc1[nH]c(=O)[nH]c(=O)c1S(=O)(=O)N1CCOCC1,4.9%,-0.3%,-18.0%,1.1,-0.6,94,0.3%,i,-26.6%,-1.3%
COc1ccc(OC(=O)C(C)N2C(=O)c3ccccc3C2=O)cc1 (configuration not stated),-42.0%,-0.1%,0.3%,nt,0.7,66,-5.9%,nt,13.7%[20 µM],nt
CCOC(=O)/C(C#N)=C1/C(=O)N(Cc2ccccc2)c2ccccc21,-15.0%,-0.3%,2.2%,1.1,3.1,25,1.0%,i,-84.0%,-2.5%
CCCCCCNC(=O)CSc1nccn1Cc1ccccc1,4.9%,-0.1%,-2.8%,1.2,-0.8,48,-0.5%,i,-40.8%,3.0%
N#Cc1c(SCC(=O)O)nc(-c2ccccc2)c2c1CCCC2,-11.2%,-0.2%,-6.1%,1,0.6,46,-1.2%,i,14.1%,-1.1%
NS(=O)(=O)c1ccc(NC(=S)Nc2ccc(S(=O)(=O)N3CCCC3)cc2)cc1,-7.0%,0.0%,9.7%,0.7,-1.4,39,0.2%,i,-11.5%,-7.3%
CCn1c(SCC(=O)N/N=C/c2ccncc2)nc2ccccc21,3.1%,-0.1%,-5.9%,nt,-0.9,58,2.4%,i,-21.2%,nt
COc1ccc(N2CCN(C(=O)CSc3nnc4c(C)cc5ccccc5n34)CC2)cc1,-15.6%,-0.1%,19.0%,1.1,1.0,58,3.6%,i,-15.9%,-2.6%
Cc1ccc(C(=O)N/C(=C/c2ccco2)C(=O)NCCc2c[nH]c3ccccc23)cc1C,-7.4%,0.3%,9.7%,1.1,-0.2,44,-1.4%,i,-2.1%,-1.0%
COc1ccc(/C=C/C(=O)c2ccccc2O)cc1,-29.0%,4.6%,-14.3%,1.1,9.9,98,-1.1%,i,4.5%,-2.7%
COc1ccc(N=C2SC(CC(=O)Nc3ccccc3)C(=O)N2Cc2ccco2)cc1 (configuration not stated),-15.8%,0.6%,1.2%,1.1,5.7,60,-3.4%,i,1.6%,-0.4%
COC(=O)C1CCN(C(=O)COc2cc3sc(C)nc3c3sccc23)CC1,-33.9%,0.0%,9.2%,1.1,-0.3,68,-4.6%,i,5.3%,3.0%
CS(=O)(=O)c1ccc2nc(NC(=O)CN3CCC(Cc4ccccc4)CC3)sc2c1,5.1%,0.0%,22.5%,nt,1.5,47,-3.7%,nt,1.8%,nt
O=C(Nc1ccc(F)cc1F)N1CCCCC1c1cccnc1 (configuration not stated),-15.0%,0.2%,5.1%,1.2,0.7,84,6.7%,i,-1.7%,0.1%
Cc1cc(C(F)(F)F)nc2c(Cl)c(C(C)(C)C)nn12,-5.3%,-0.1%,11.2%,nt,1.3,39,0.5%,i,10.9%,nt
CC(=O)Nc1ccc(NC(=O)CCOc2ccccc2C)cc1,37.0%,-0.1%,-0.1%,nt,-0.1,35,-0.4%,nt,-1.0%,nt
O=[N+]([O-])c1ccc(-c2ccc(/C=N/c3c(-c4ccco4)nc4ccccn34)o2)cc1,-99.2%,0.0%,-62.6%,0.9,3.1,42,-1.4%,nt,-8.3%,-1.0%
N=c1c(C(=O)NC2CCCCC2)cc2c(=O)n3ccccc3nc2n1Cc1ccc(F)cc1,23.5%,0.3%,-7.5%,nt,13.2,59,1.6%,nt,-20.6%,nt
Fc1ccc(Br)cc1/C=N/N1CCN(c2ccccc2)CC1,-21.3%,-0.2%,-4.0%,nt,0.1,5,3.7%,nt,-40.0%[20 µM],nt
O=C(O)C1CCCCC1C(=O)Nc1ccc(Cl)cc1 (configuration not stated),-9.1%,0.3%,3.2%,1,1.6,54,1.8%,i,-31.3%,nt
CC(C(=O)NC1CCCC1)N1C(=O)c2cccc3cccc1c23 (configuration not stated),-12.1%,-0.1%,13.5%,nt,-0.1,46,-1.2%,nt,-2.6%,nt
Cc1ccnc(NC(=O)C2COc3ccccc3O2)c1 (configuration not stated),-21.7%,-0.4%,-58.4%,1,-0.1,86,4.0%,i,30.1%,-5.8%
CCCOc1ccc(N2C(=O)CC(NCC#N)C2=O)cc1 (configuration not stated),-3.5%,0.2%,14.1%,nt,-1.4,79,-7.3%,nt,-8.6%[20 µM],nt
Cc1ccc(-c2nnc(-c3cccc(NC(=O)c4cccs4)c3)o2)cc1,11.3%,0.3%,-25.3%,1.1,14.2,47,0.2%,i,-53.7%,5.0%
COc1cccc(-c2[nH]nc3c2C(c2ccc(C)o2)C(C#N)=C(N)O3)c1 (configuration not stated),-25.7%,-0.1%,-8.6%,0.8,1.9,66,3.2%,i,-32.6%,-1.0%
C#CC(CC)(CC)NC(=O)c1c(C)noc1C,-11.0%,0.2%,4.6%,1.1,0.9,56,-0.6%,i,30.5%,-2.8%
Cn1cc(S(=O)(=O)CC(=O)Nc2ccc3c(c2)OCCO3)c2ccccc21,-13.0%,-0.5%,5.9%,1.1,-2.3,45,-3.5%,i,-3.4%,0.2%
c1csc(-c2nc3c4ccccc4c4ccccc4c3[nH]2)c1,-12.6%,-0.4%,16.1%,1.1,9.7,90,-2.5%,i,-72.9%,1.1%
CCOCCCn1c(=NC(=O)c2ccco2)c(C(=O)OCC)cc2c(=O)n3cccc(C)c3nc21,-1.5%,1.1%,17.7%,nt,5.1,63,2.4%,i,4.2%,nt
O=C(Nc1cc(C(F)(F)F)ccc1Cl)C(=O)N1CCCCC1,-0.9%,0.4%,19.4%,1.1,-1.2,70,-6.3%,i,7.1%,0.0%
O=C(/C=C/c1ccccc1[N+](=O)[O-])c1ccccc1Br,-21.9%,8.3%,-16.6%,1.1,20.9,46,-1.5%,i,25.3%,2.3%
COc1ccc(NC(=O)c2ccc(NC(=O)c3cccs3)cc2)cc1,16.3%,0.3%,13.8%,nt,0.1,44,0.3%,nt,-26.6%,nt
CCCCC[C@H]1CN(Cc2ccccc2)C(=O)[C@@H]1CC(=O)NCc1ccccc1,-10.9%,0.2%,0.5%,nt,4.0,106,0.6%,nt,6.6%[20 µM],nt
CC(C)NC(=S)Nc1ccc(Oc2ccccc2)cc1,18.0%,-0.1%,-3.3%,1.1,-1.0,40,0.8%,i,-3.7%,-2.1%
CC(C)(C)c1cc(NCc2ccccn2)n2ncc(-c3ccccc3)c2n1,9.0%,0.4%,-32.7%,nt,25.7,62,4.3%,i,21.0%,nt
CN(C)CCCNC(=O)/C=C/c1ccc2c(c1)OCO2,-28.5%,-0.2%,1.5%,1,-1.2,64,7.0%,i,nt,18.8%
NC(=O)c1nsc(C(=O)N(c2ccccc2)C(C(=O)NC2CCCC2)c2ccncc2)c1N (configuration not stated),-10.3%,-0.1%,19.5%,nt,-0.7,46,0.0%,nt,41.9%,nt

# Arranged by the number under GPR55 beta-arrestin (falling): 3 from the list above.
Molecule | GPR55 beta-arrestin
COc1ccc(NC(=O)c2ccc(NC(=O)c3cccs3)cc2)cc1 | 0.3%
C#CC(CC)(CC)NC(=O)c1c(C)noc1C | 0.2%
Fc1ccc(Br)cc1/C=N/N1CCN(c2ccccc2)CC1 | -0.2%

# Additional structures follow.
SMILES,NOD1 NF-kB reporter,GPR55 beta-arrestin,NOD2 inhibition,TNAP activation fold,NTR1 ag,NTR1 ag cell count 20 µM,KOR beta-arrestin-1,Yfh1-depleted yeast,KOR beta-arrestin-2,CSM14.1 death rescue
CC(C)CNC(=S)N1CCC(c2nc(-c3ccc(F)cc3)no2)CC1,34.4%,-0.2%,27.6%,1.1,-1.0,73,-2.4%,i,-8.2%,-0.5%
CCc1ccc(N2CC(C(=O)NCCC3=CCCCC3)CC2=O)cc1 (configuration not stated),-10.9%,-0.1%,4.8%,nt,-0.1,67,4.3%,nt,-14.8%,nt
CCOC(=O)[C@@H]1[C@H]2COc3ccc(Br)cc3[C@@H]2N2C(=O)N(c3ccccc3)C(=O)[C@@]12C,-27.3%,0.0%,0.2%,nt,-2.9,53,-5.4%,nt,6.8%[20 µM],nt
CCN1CCCC1CNC(=O)c1cc2c(C)nc3ccccc3c2o1 (configuration not stated),-3.8%,-0.1%,-3.3%,1,-1.4,65,8.3%,i,-6.5%,-1.4%
CCCc1nc2c(=O)n(C)c(=O)[nH]c2n1C,-16.0%,-0.1%,0.7%,1,-0.8,66,1.7%,nt,1.7%,0.2%
CCC(CC)c1nnc(NC(=O)c2ccco2)s1,-26.7%,0.0%,-5.0%,1.1,2.4,27,-5.0%,i,-0.5%[20 µM],2.4%
CC1=CC(C)C2C(=O)N(O)C(=O)C2C1 (configuration not stated),-7.5%,0.3%,8.2%,1,1.9,60,-1.4%,i,21.1%,-1.2%
CCC(C)[C@H](NC(=O)[C@H](Cc1ccccc1)n1c(=O)[nH]c2ccccc2c1=O)C(=O)N1CCC[C@@H]1C(=O)O (some centres not stated),-13.1%,0.5%,11.6%,nt,1.8,97,-3.2%,nt,-16.8%[20 µM],nt
O=C(Nc1ccc(Cl)cc1Cl)NC1CCCC1,-27.9%,0.3%,-14.6%,1,-1.0,84,1.4%,i,-4.9%,-0.3%
CCc1cc2c(=O)n(Cc3ccco3)c(SCC(=O)N(C)C3CCS(=O)(=O)C3)nc2s1 (configuration not stated),12.7%,0.3%,-7.3%,1.1,0.3,70,4.7%,i,-9.5%,-1.5%
Cc1ccc(C2/C(=C(\O)c3ccc4c(c3)OCCO4)C(=O)C(=O)N2CCCN(C)C)o1 (configuration not stated),3.6%,0.3%,-5.5%,1.1,nt,nt,-4.1%,i,-16.3%,-0.7%
N#CCCN(C(=O)COC(=O)c1ccc(CNS(=O)(=O)c2ccc(F)c(Cl)c2)cc1)c1ccc(F)cc1,5.7%,0.4%,-1.7%,1,2.4,50,13.3%,i,-23.7%,-1.3%
